Screening results: PubChem, National Center for Advancing Translational Sciences (NCATS)
S3 lipid droplet: qHTS Assay for Lipid Storage Modulators in Drosophila S3 Cells. Drosophila S3 cells, BODIPY lipid droplet fluorescence, 18-24 h; cells fed with added oleic acid. Potency in µM for hits, for the others lipid storage change, negative = inhibition, % at the top dose, mostly 46.1 µM. actives 0.64% (n = 320,000); active = well fitted inhibition curve with a large enough effect in the signal ratio, with a control signal flat, not every such curve was filed as active; inconclusive = small, poorly fitted or top-dose-only effect, or effect the other way, or a change in a side signal; the % refers to the signal ratio
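Drosophila S3 cells got compounds at several concentrations plus oleic acid (400 uM solution). Laser-scanning cytometry with 488 nm excitation read lipid droplets at 500-530 nm and cells at 575-640 nm. Percent activity was relative to 20 uM Triacsin C.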
S3 lipid droplet cell count max: second read-out of S3 lipid droplet, no call of its own (marks repeat the call); cell number change, %; measured here: cell count max response;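 cells counted by Cell Tracker Red CMTPX staining in the red channel; peak over a dose series mostly up to 46.1 µM; percent activity relative to internal control wells on each plate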
Active calls of the source: *; i = inactive; u = inconclusive; x = not tested or not shown; [ ] = another dose, or the depositor's remark. % is scaled to controls: 0 for no effect and ±100 for the full control effect; potency is read from the fitted curve at half-maximal effect. Not all compounds are listed; count on the stated rates, not on these rows.

The opening 3 entries as a preview:
Value order: S3 lipid droplet | S3 lipid droplet cell count max
O=c1c2[nH]c3ccc(Cl)cc3c2ncn1CCN1CCCCC1
  u | x
Cn1c(SCC(=O)Nc2ccccc2F)nnc1-c1cccnc1
  u | x
CCOC(=O)/C(=N\Nc1ccccc1Cl)N1CCN(Cc2ccccc2)CC1
  u | x

The list itself, from the first entry:
Value order: S3 lipid droplet | S3 lipid droplet cell count max
O=c1c2[nH]c3ccc(Cl)cc3c2ncn1CCN1CCCCC1
  u | x
Cn1c(SCC(=O)Nc2ccccc2F)nnc1-c1cccnc1
  u | x
CCOC(=O)/C(=N\Nc1ccccc1Cl)N1CCN(Cc2ccccc2)CC1
  u | x
Cc1ccccc1OCC(=O)N=Nc1c(O)n(C)c2ccccc12
  u | x
O=C1NC(Cc2ccccc2)C(=O)N1Cc1cc([N+](=O)[O-])cc2c1OCOC2 (stereo not drawn)
  u | x
Cc1ccc(NC(=O)CCSc2ccccn2)cc1
  u | x
Cc1ccc(NC(=O)CSc2nc(O)cc(=O)n2-c2ccc(C)cc2)cc1
  i | -3.3
O=C(NNC(=O)c1cccs1)Nc1cccc(Cl)c1
  8.0% | -6.9
Cn1c(/C(C#N)=C/c2ccc(O)cc2)nc2ccccc21
  1.2% | 8.5
CC(C)(C)c1nc(Sc2ccc([N+](=O)[O-])cn2)n[nH]1
  7.4% | x
COc1ccc(NCC(=O)Nc2ccccc2C#N)cc1Cl
  u | x
CC(C)c1nnc(SCC(=O)NCc2ccc3c(c2)OCO3)n1C
  -1.8% | -0.1
Cc1cc(N2CCOCC2)c(F)cc1C(=O)c1ccccc1
  -1.5% | -7.0
CCCc1c(O)c2ccccc2n(-c2ccccc2)c1=O
  4.8% | -3.2
COc1ccc2c(C)c(C(=O)N3CCN(Cc4ccccc4)CC3)oc2c1
  -23.4% | -12.9
CCCNC(=O)C(Cc1ccc(I)cc1)NC(=O)c1ccc2ccccc2n1 (stereo not drawn)
  i | 8.0
O=c1cc(CN2CCN(Cc3ccccc3)CC2)c2cc(O)ccc2o1
  u | x
Cc1ccccc1N(CC(=O)NCC1CCCO1)C(=O)CCC(=O)Nc1nccs1 (stereo not drawn)
  u | x
CCC(C)(C)NC(=O)CN(C(=O)c1snc(C(N)=O)c1N)c1ccc(OC)c(OC)c1
  i | x
COc1ccccc1NC(=O)CSc1nnc(CNC(=O)COc2ccc(Cl)cc2)o1
  -9.7% | -12.5

Value order: S3 lipid droplet | S3 lipid droplet cell count max
COC(=O)c1sccc1NC(=O)CC1C(=O)NCCN1C(=O)Nc1cc(Cl)ccc1OC (stereo not drawn)
  8.7% | 13.4
O=C(O)c1cc(S(=O)(=O)N(Cc2ccccc2)c2ccccc2)ccc1Cl
  u | x
CC(C)(C)OC(=O)N/N=C/c1cc(N=Nc2ccccc2)ccc1O
  u | x
COc1ccc(-c2cn3cccnc3n2)cc1NC(=O)c1cc(OC)c(OC)c(OC)c1
  u | x
Oc1cccc2c(-c3nn[nH]n3)ccnc12
  u | 5.6
Cc1cccc(C(C)C)c1NC(=O)c1cccnc1
  u | x
O=C(CSc1nnc(-c2cccs2)o1)N1CCOCC1
  -11.0% | x
CN(C)c1cc[n+](CC(=O)Nc2ccc(Cl)c([N+](=O)[O-])c2)cc1
  u | x
O=C(NCc1nc(-c2ccccc2)no1)c1ccc2c(c1)OCO2
  u | x
CC(=O)Nc1ccc(S(=O)(=O)Nc2ncccn2)cc1
  5.0% | 3.3
Cc1[nH]c(=O)[nH]c(=O)c1NS(=O)(=O)c1ccc2c(c1)CCCC2
  -15.5% | -20.8
COCCn1nnnc1C(c1cccs1)N1CCN2CCCC2C1 (stereo not drawn)
  -0.4% | 11.5
Cc1ccc2c(CC(=O)NNC(=O)c3ccccc3)coc2c1
  u | x
COc1cc(-c2noc(C)c2C#CC2(O)CCCCC2)cc(OC)c1OC
  u | x
CCC1(c2ccc(F)cc2)NC(=O)NC1=O (stereo not drawn)
  i | 6.8
COCCN1CC(O)=C(c2nc3ccccc3c(=O)[nH]2)C1=N
  -0.4% | -6.2
CCN(CC)C(=O)C1CCCN(C/C=C/c2ccccc2)C1 (stereo not drawn)
  u | x
COc1ccccc1NC(=S)NC(=O)c1ccc(Cn2cc(Br)cn2)cc1
  u | x
CN(CCO)c1nc(N)c2c(N)nc3c(c2c1C#N)CC(=O)N3Cc1cccs1
  u | x
CCn1nc(C(=O)Nc2nc3ccc(C)cc3s2)c2ccccc2c1=O
  u | x

Value order: S3 lipid droplet | S3 lipid droplet cell count max
COc1cc(CNCCNCC(C)O)ccc1OCc1ccc(Cl)nc1 (stereo not drawn)
  u | x
COc1cc(/C=C2\SC(=S)N(CCC(=O)Nc3ccccc3O)C2=O)cc(OC)c1OC
  -14.3% | x
COc1ccc(S(=O)(=O)N2CCc3ccccc32)cc1C(=O)N(CC(C)C)C1CCS(=O)(=O)C1 (stereo not drawn)
  i | -25.0
CCC(C(=O)NCCN1CCOCC1)n1c2ccccc2c2nc(=O)cc(C)n21 (stereo not drawn)
  u | x
CCNC(=O)COC(=O)COc1ccc(Cl)cc1C
  -11.3% | 7.1
O=C(O)c1ccc(S(=O)(=O)NCC2CCCCC2)cc1
  u | x
C=CCn1ncc(OC)c(Cl)c1=O
  u | x
COc1ccc(CN2CCNC(=O)C2CC(=O)N(C)Cc2ccon2)cc1OC (stereo not drawn)
  -14.7% | -10.0
O=[N+]([O-])c1cccc2cn[nH]c12
  u | x
OCCNc1nc(Cl)nc(NCc2ccco2)n1
  17.3% | 12.5
CCOc1ncccc1C(=O)Nc1c(C)n(C)n(-c2ccccc2)c1=O
  -14.9% | 3.3
COc1cc(C(=O)OCC(=O)Nc2ccc(C(C)=O)cc2)ccc1OCC(=O)N1CCOCC1
  i | 16.7
C=CCN1C(=O)CSc2ccc(C(=O)NC3CCCCC3)cc21
  u | x
CCC(C(=O)Nc1cccnc1Cl)c1ccccc1 (stereo not drawn)
  -10.6% | 0.7
CCN(CC)c1ccc(NC(=O)CCNC(=O)c2ccco2)cc1
  19.3% | 13.3
Cc1nc(-c2ccc(S(=O)(=O)Nc3cccc(S(N)(=O)=O)c3)s2)cs1
  7.6% | 13.8
O=C(COC(=O)c1ccc([N+](=O)[O-])s1)Nc1ccc(Cl)cn1
  14.4% | 14.5
O=C(c1cc2cc(Br)ccc2oc1=O)N1CCN(c2ccccn2)CC1
  u | x
C=CCn1c(C)cc(C(=O)CSc2nc3ccccc3[nH]2)c1C
  u | x
Cc1ccccc1NC(=O)CN1CCN(C)CC1
  u | x

Value order: S3 lipid droplet | S3 lipid droplet cell count max
CC1CCCC(NC(=O)COC(=O)CCc2ccccc2)C1C (stereo not drawn)
  9.9% | -17.1
Cc1ccc(S(=O)(=O)N2CCN(c3nn(C)c(=O)n(C)c3=O)CC2)cc1C
  9.7% | -10.0
CCc1cc(C(=O)NNC(=S)Nc2ccccc2C)cs1
  u | x
Cc1ccc(-c2cc(C(=O)N/N=C/c3c(C)nn(C)c3C)c3ccccc3n2)c(C)c1
  u | x
COc1cccc(OC)c1C(=O)N1CCN(c2c(Cc3ccccc3)c(C)nc3ncnn23)CC1
  u | x
Cc1cnc(C(=O)OCC(=O)N2c3ccccc3NC(=O)C2(C)C)cn1
  -3.1% | -6.3
CC(=NCCc1ccccc1)C1=C(O)CSC1=O
  u | x
CS(=O)(=O)N(CC(=O)NCc1ccccc1Cl)c1cccc([N+](=O)[O-])c1
  u | x
Cc1cc(C)nc(SCC(=O)Oc2ccc3oc(=O)cc(C)c3c2)n1
  u | x
O=C(CSc1nnc(-c2cccnc2)n1-c1ccc(F)cc1)NCc1ccc2c(c1)OCO2
  5.5% | -10.8
COc1cc(C(=O)NCC(=O)Nc2ccc(F)c(F)c2)ccc1OCC(=O)N1CCOCC1
  u | x
C/C(=N\NC(=O)c1cc(C2CC2)nc2ccccc12)c1ccc(O)cc1O
  u | x
O=C(O)c1ccc(CN2CCCCC2)o1
  u | x
COc1cc(SC)ccc1C(=O)Nc1nc(C)cs1
  u | x
O=C(O)c1ccc(OCC2CCCO2)cc1 (stereo not drawn)
  -14.0% | -11.1
Cn1nc(C(=O)NCc2cccc(Cl)c2)c2c1-c1ccccc1S(=O)(=O)C2
  u | x
O=C(CCN1C(=O)c2ccc(Br)cc2C1=O)NC1CCCCC1
  28.0% | 15.0
COc1ccc(Cn2ccnc2SCC(=O)Nc2ccccc2)cc1
  i | 5.9
CCc1[nH]c(=S)c(C#N)c(-c2ccccc2)c1C(=O)OC
  -0.2% | 6.5
O=C(NC(=S)N1CCCCC1CO)c1cc(Br)ccc1Cl (stereo not drawn)
  u | x

3 structures out of the list, sorted by formula weight, smallest number first.
Value order: S3 lipid droplet | S3 lipid droplet cell count max
CC(C)(C)c1nc(Sc2ccc([N+](=O)[O-])cn2)n[nH]1
  7.4% | x
COc1ccc(Cn2ccnc2SCC(=O)Nc2ccccc2)cc1
  i | 5.9
Cc1ccc(NC(=O)CSc2nc(O)cc(=O)n2-c2ccc(C)cc2)cc1
  i | -3.3

Further results follow:
Value order: S3 lipid droplet | S3 lipid droplet cell count max
COc1ccc(-c2cc(C(=O)O)c3c(C)nn(-c4ccccn4)c3n2)cc1
  1.2% | -0.2
CCOC(=O)Cn1c(=NC(=O)C(C)(C)C)sc2cc([N+](=O)[O-])ccc21
  -4.2% | -12.3
CN1CCN(S(=O)(=O)c2cc([N+](=O)[O-])ccc2Cl)CC1
  -12.7% | 2.7
Cc1ccc(OCC(=O)N2CCN(C(=O)c3cccs3)CC2)cc1
  u | x
COc1ccc(-c2cc3ccccc3n2CC(O)CNCCO)cc1 (stereo not drawn)
  -10.2% | -14.7
Cn1c(SCC(=O)Nc2ccc3c(c2)OCCO3)nnc1-c1ccco1
  u | x
CC1CCCCC1NC(=O)CSc1nncs1 (stereo not drawn)
  -2.2% | 12.1
CCCc1cc(C(=O)N2CCCC(N3CCN(c4ccc(F)cc4)CC3)C2)no1 (stereo not drawn)
  -3.9% | x
CCOc1ccc(Oc2c(/C=N/NC(=O)C3CC3)c(C)nn2-c2ccccc2)cc1
  u | x
FC(F)(F)c1cccc(NC(=S)NCCN2CCOCC2)c1
  -4.0% | -1.0
O=C(CSc1ncnc2c1nnn2Cc1ccccc1F)N1CCN(c2ccccc2)CC1
  8.9% | 2.4
O=C(CCN1C(=O)c2cccc3cccc(c23)C1=O)N1CCOCC1
  3.7% | x
CCOC(=O)N1CCC(NC(=O)c2ccc3nc(N4CCOCC4)sc3c2)CC1
  -0.5% | -9.5
CCS(=O)(=O)c1nc(S(=O)(=O)c2ccc(C)cc2)c(N2CCC(C)CC2)s1
  u | x
CC1C(=O)Nc2ccc(S(=O)(=O)N3CCCCCC3)cc21 (stereo not drawn)
  19.0% | 11.9
C=C(C)Cn1c(CNC(C)=O)nc2ccccc21
  1.1% | 0.5
CC(C)N(C(=O)CSc1nnnn1C1CCCC1)C(C)C
  u | x
CC1(CCC#N)N=C(SCCC#N)N(c2ccccc2)C1=O (stereo not drawn)
  20.2% | -18.7
COc1ccc(C(CNC(=O)COc2ccccc2OC)N2CCCCC2)cc1 (stereo not drawn)
  u | x
Cc1cc(=O)oc2cc(OCCSCCN3CCCCC3)ccc12
  9.1% | 8.7

Value order: S3 lipid droplet | S3 lipid droplet cell count max
O=C(CNC(=O)c1ccc(Br)cc1)NCC(=O)OCC(=O)c1ccc([N+](=O)[O-])cc1
  -3.4% | -8.8
O=C(Nc1cccc(O)c1)c1c(O)c2ccccc2[nH]c1=O
  u | x
COc1ccccc1NC(=O)COC(=O)Cc1ccc(S(=O)(=O)N2CCCCC2)s1
  -8.2% | -16.0
CC(=O)c1ccc(N2CCN(C(=O)c3cccs3)C(C)C2)c(F)c1 (stereo not drawn)
  u | x
Cc1ccc(S(=O)(=O)N(C)c2ccc(OC(C)C(=O)N(C)c3ccccc3)cc2)cc1 (stereo not drawn)
  i[0.0737 µM] | x
O=C(c1ccccc1SCc1ccccc1)N1CCOCC1
  u | x
CCOc1cccc(C(=O)Nc2ccccc2C(=O)N2CCOCC2)c1
  u | x
CCOc1ccc(C(=O)NCC(C)NC(=O)c2ccc(OCC)cc2)cc1 (stereo not drawn)
  u | x
O=C(COC(=O)CCC(=O)c1cccs1)NCc1ccc(Cl)cc1
  u | x
COc1ccc(C)cc1NC(=O)c1cc(S(=O)(=O)N2CCCCC2)ccc1N1CCOCC1
  u | x
COc1ccc(C(=O)c2sc3nc(-c4ccccc4)ccc3c2N)cc1OC
  u | x
COC(=O)c1cc(N=CC2=C(O)CC(C)(C)CC2=O)cc(C(=O)OC)c1
  u | x
Cc1cc(OCC(=O)Nc2cccnc2)c2c(C)c(C)c(=O)oc2c1
  u | x
O=C(Cc1ccc(Nc2nc3ccc(Br)cc3[nH]2)cc1)NCCc1cccs1
  i | x
O=C(c1cc(C2CC2)on1)N1CCCC(N2CCN(c3cccc(C(F)(F)F)c3)CC2)C1 (stereo not drawn)
  i | -1.2
CCCNC(=O)Cn1cnc2sc(C(=O)N3CCN(CCC)CC3)c(C)c2c1=O
  32.6µM* | -2.2*
COc1ccc(NC(=O)C2CCC2)cc1S(=O)(=O)N1CCOCC1
  u | x
O=C(C1COc2ccccc2O1)N1CCN(c2nc3ccccc3s2)CC1 (stereo not drawn)
  -20.4% | 27.4
